Screening results (PubChem)
MPTP inh: permeability transition pore inhibition | isolated mouse mitochondria, Ca2+ swelling absorbance, 30 min | inhibition, % at 10 µM | 360,000 compounds, 1.4% hits;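 active = inhibition of 50% or more, scaled per plate between neutral and stimulator controls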;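 note: 0% = DMSO wells given calcium and 100% = 1 mM EGTA wells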
CXCR6 inh: CXCR6 (human) receptor inhibition; O00574; CHO-K1 PathHunter CXCR6 beta-arrestin, luminescence; inhibition, % at 20 µM; 360,000 compounds, 0.36% hits; AID 602244; in the data active = inhibition above about 34%, passing the limit was not always enough;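 note: antagonist mode with CXCL16 agonist at 10 nM final; 0% = 10 nM CXCL16 with DMSO and 100% = unstimulated wells without agonist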
CCR6 antagonist: blocks CCL20-driven beta-arrestin recruitment at human CCR6; P51684; CHO-K1 CCR6 PathHunter beta-arrestin, luminescence, CCL20-stimulated; inhibition, % at 20 µM; 340,000 compounds, 0.49% hits;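 active = compounds whose inhibition of the agonist-driven luminescence signal at 20 µM reaches about 50%, limit read from the data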;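 note: cells stimulated with CCL20 at 14 nM final; plate controls were DMSO with CCL20 for no effect and DMSO without agonist for full effect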
EBI2 block: EBI2 (human) antagonism; P32249; EBI2 beta-arrestin recruitment, luminescence, 7a,25-OHC stimulated; inhibition, % at 5 µM; 360,000 compounds, 0.81% hits; AID 651636; in the data active = inhibition above about 38%;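 note: enzyme fragment complementation signal reports receptor beta-arrestin coupling in cells; 0% = agonist plus DMSO wells and 100% = wells without agonist; some results beyond the cut were filed as inactive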
Target sequence (P32249 whole entry, looked up, the tested form may be a part): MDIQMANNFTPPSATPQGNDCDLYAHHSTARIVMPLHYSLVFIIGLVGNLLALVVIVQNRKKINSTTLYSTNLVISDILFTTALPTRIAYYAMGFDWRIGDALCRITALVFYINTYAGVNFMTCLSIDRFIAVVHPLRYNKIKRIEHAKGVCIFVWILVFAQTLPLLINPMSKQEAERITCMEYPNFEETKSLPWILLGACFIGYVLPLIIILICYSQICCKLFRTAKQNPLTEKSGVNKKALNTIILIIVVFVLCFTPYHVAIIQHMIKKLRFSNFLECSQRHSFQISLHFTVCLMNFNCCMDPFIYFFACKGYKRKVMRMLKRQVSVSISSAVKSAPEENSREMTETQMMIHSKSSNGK
GRIN3A LBD mod: NR3A (human) ligand-binding domain modulation; NR3A LBD differential scanning fluorimetry, Tm shift; 0% = protein alone, 100% = glycine-bound protein; 340,000 compounds, 2.5% hits; Tm shift relative to glycine control, % at 25 µM;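 active = melting temperature shift of at least 10% of the positive control shift, at one fixed dose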
APOBEC3G inh: APOBEC3G (human) deaminase inhibition; recombinant A3G, ssDNA deamination FAM/TAMRA fluorescence; AID 493012; Q9HC16; 330,000 compounds, 0.28% hits; inhibition, % at 20 µM;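 active = inhibition of at least 40% at 20 µM, with no more than 30% in the related APOBEC3A deaminase screen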;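 note: plate controls were DMSO wells with A3G for no effect and wells lacking A3G enzyme for full effect; some compounds called inactive have numbers as strong as hits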
Target sequence (Q9HC16 whole entry, looked up): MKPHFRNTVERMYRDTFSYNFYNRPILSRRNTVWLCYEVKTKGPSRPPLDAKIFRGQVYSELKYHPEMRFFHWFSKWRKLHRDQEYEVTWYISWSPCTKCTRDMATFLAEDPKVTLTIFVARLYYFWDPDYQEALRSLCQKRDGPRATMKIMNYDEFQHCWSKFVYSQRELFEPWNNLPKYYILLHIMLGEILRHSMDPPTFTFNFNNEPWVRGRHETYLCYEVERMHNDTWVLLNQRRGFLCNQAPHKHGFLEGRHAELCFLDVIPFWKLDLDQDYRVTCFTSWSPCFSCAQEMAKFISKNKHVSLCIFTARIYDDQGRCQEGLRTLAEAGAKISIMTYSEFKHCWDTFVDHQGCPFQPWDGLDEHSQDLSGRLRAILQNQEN
Gli-Sufu antag: Gli-Sufu pathway antagonism. Sufu-KO-LIGHT fibroblasts, Gli luciferase reporter luminescence. inhibition, % at 5 µM. 340,000 compounds, 0.74% hits. AID 588413;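 active = inhibition above about 55%, limit read from the data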;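 note: 0% = DMSO-treated cells and 100% = wells with medium but no cells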
A3A deaminase: inhibitors of human APOBEC3A DNA deaminase | recombinant A3A, FAM/TAMRA ssDNA deamination fluorescence | inhibition, % at 20 µM | 330,000 compounds, 0.41% hits;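 active = at least 40% inhibition at 20 µM here, with at most 30% in a related deaminase screen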;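 note: plate controls were A3A with DMSO for no effect and wells lacking A3A enzyme for full effect; some results filed as inactive read as strong as hits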
Target sequence (P31941 whole entry, looked up): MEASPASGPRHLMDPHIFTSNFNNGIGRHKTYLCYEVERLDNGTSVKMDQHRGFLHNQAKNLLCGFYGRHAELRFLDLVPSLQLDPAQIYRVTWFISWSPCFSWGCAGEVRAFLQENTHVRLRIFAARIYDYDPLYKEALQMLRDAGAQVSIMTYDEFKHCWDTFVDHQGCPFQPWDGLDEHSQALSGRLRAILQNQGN
* hit, by the source's call; nt = no result given; & = joins results of further samples.

SMILES	MPTP inh	CXCR6 inh	CCR6 antagonist	EBI2 block	GRIN3A LBD mod	APOBEC3G inh	Gli-Sufu antag	A3A deaminase
CCOC(=O)c1ccc(N2C(=O)c3n[nH]c(C)c3C2c2ccc(OC)cc2OC)cc1 (centres undefined)	7.7	19.1	10.3	17.4	-17.6	-7.9	6.2	-1.4
Cc1cc(Cl)ccc1OCc1nc(-c2ccc(O)cc2)n[nH]1	2.1	-4.3	-1.4	17.3	6.0	-3.4	6.4	-4.0
c1ccc(-c2csc3nnc(SCc4ccc5c(c4)OCCO5)n23)cc1	-0.5	-1.3	9.1	11.8	-2.4	2.4	6.0	2.4
O=c1nc(NC2CCCC2)ccn1Cc1cccc(Br)c1	-0.4	-2.4	4.0	6.0	2.2	-5.5	3.0	-3.8
Fc1cccc(NC(=S)NNc2c3ccccc3nc3ccccc23)c1	92.1*	37.8	55.8*	-3.2	7.5	nt	2.2	nt
O=C(O)C1CCN(C(=O)CSc2nc3ccccc3c(=O)n2Cc2ccccc2)CC1	-0.4	-7.5	21.1	-7.3	-1.4	-9.8	15.0	-2.7
COc1ccc([N+](=O)[O-])cc1NC(=O)c1cc(C)c(C)o1	0.6	1.3	-4.8	-6.3	-0.3	0.3	-23.9	-0.1
Cc1ccc(C2NC(=O)c3c(sc(C)c3C)N2)c(O)c1 (centres undefined)	3.3	-9.6	6.3	3.9	0.8	-4.2	40.1	-4.4
CC(NC(=O)CSc1nnc2n1CCCCC2)c1ccccc1Cl (centres undefined)	-3.1	-12.0	-7.4	3.4	-0.2	-4.1	6.5	-0.7
O=C(c1ccc(-n2ccnc2)cc1)N1CCCC(CO)(Cc2cccc(Cl)c2)C1 (centres undefined)	-0.1	-3.7	16.1	2.6	-1.3	-4.2	15.9	-1.9

Given with two lines to a compound: eight of the compounds above.
Screens in order – MPTP inh	CXCR6 inh	CCR6 antagonist	EBI2 block	GRIN3A LBD mod	APOBEC3G inh	Gli-Sufu antag	A3A deaminase
c1ccc(-c2csc3nnc(SCc4ccc5c(c4)OCCO5)n23)cc1
 : -0.5	-1.3	9.1	11.8	-2.4	2.4	6.0	2.4
O=c1nc(NC2CCCC2)ccn1Cc1cccc(Br)c1
 : -0.4	-2.4	4.0	6.0	2.2	-5.5	3.0	-3.8
Fc1cccc(NC(=S)NNc2c3ccccc3nc3ccccc23)c1
 : 92.1*	37.8	55.8*	-3.2	7.5	nt	2.2	nt
O=C(O)C1CCN(C(=O)CSc2nc3ccccc3c(=O)n2Cc2ccccc2)CC1
 : -0.4	-7.5	21.1	-7.3	-1.4	-9.8	15.0	-2.7
COc1ccc([N+](=O)[O-])cc1NC(=O)c1cc(C)c(C)o1
 : 0.6	1.3	-4.8	-6.3	-0.3	0.3	-23.9	-0.1
Cc1ccc(C2NC(=O)c3c(sc(C)c3C)N2)c(O)c1 (centres undefined)
 : 3.3	-9.6	6.3	3.9	0.8	-4.2	40.1	-4.4
CC(NC(=O)CSc1nnc2n1CCCCC2)c1ccccc1Cl (centres undefined)
 : -3.1	-12.0	-7.4	3.4	-0.2	-4.1	6.5	-0.7
O=C(c1ccc(-n2ccnc2)cc1)N1CCCC(CO)(Cc2cccc(Cl)c2)C1 (centres undefined)
 : -0.1	-3.7	16.1	2.6	-1.3	-4.2	15.9	-1.9

More entries
SMILES	MPTP inh	CXCR6 inh	CCR6 antagonist	EBI2 block	GRIN3A LBD mod	APOBEC3G inh	Gli-Sufu antag	A3A deaminase
CN1C(=O)C(CC(=O)Nc2ccc(Cl)cc2)N(Cc2ccco2)C1=S (centres undefined)	1.1	1.5	8.7	0.5	5.0	-7.2	-0.7	0.6
Cc1ccc(-c2noc(CSc3nnc(-c4ccccc4)n3C)n2)cc1	-2.2	0.9	-21.1	-0.8	0.6	-4.1	-0.5	4.1
CCOc1ccc(S(=O)(=O)N2CCCC(C(=O)NCc3cccnc3)C2)cc1C (centres undefined)	1.0	-5.9	21.6	1.6	-2.3	-6.7	-6.8	-1.5
CC1CC1C(=O)NCCc1ccc(Cl)cc1 (centres undefined)	-0.2	3.4	7.5	-7.2	0.5	-4.4	-7.4	-4.4
CC1CC(C)CN(S(=O)(=O)c2ccc3c(c2)CC(=O)N3)C1 (centres undefined)	1.2	1.8	0.7	-15.2	1.8	-3.6	-1.8	-0.5
COc1ccc(C(=O)CN2CCN(CCN3C(=O)c4cccc5cccc(c45)C3=O)CC2)cc1	0.7	1.9	13.7	14.0	-0.1	3.1	7.6	13.9
Cc1nn2c(N3CCOCC3)cc(C(C)(C)C)nc2c1-c1ccc(Cl)cc1	1.8	5.6	3.6	8.3	3.8	-10.0	9.4	-6.2
Cc1ccn2c(=O)nc(SCC(=O)N3CCCCC3)nc2c1	-0.2	3.2	7.8	-5.8	1.2	7.1	-12.7	-1.5
Cc1ccc(C(=O)ON=C2CCN(S(=O)(=O)c3ccccc3)CC2)cc1	0.2	4.3	0.3	8.3	-0.4	nt	3.1	nt
CCC(C(=O)NC1CCCCC1)N(CC1CCCO1)C(=O)CNS(=O)(=O)c1ccc(OC)cc1 (centres undefined)	-2.0	-1.1	-0.6	1.9	-1.2	nt	3.1	nt
CCC(C)c1ccc(NC(=O)C2=CC=CN3CCS(=O)(=O)N=C23)cc1 (centres undefined)	-0.3	-12.5	1.3	-1.7	-6.9	-5.2	-11.6	-1.8
O=C(NC(=S)Nc1ccc([N+](=O)[O-])cc1O)C1CCCCC1	12.7	23.5	37.4	7.1	-4.5	-7.8	-13.3	-7.2
Cc1c(CCOC(=O)CC23CC4CC(CC(C)(C4)C2)C3)sc[n+]1Cc1ccc([N+](=O)[O-])cc1	1.5&-6.1	7.0&18.6	26.1&32.3	7.6&5.5	-3.5&-5.8	-3.1	13.8&11.7	-0.3
CCOc1cc(C2NC(=S)NC(C)=C2C(=O)Nc2ccccc2)ccc1O (centres undefined)	1.4	-8.9	5.1	-6.1	-0.2	-8.1	-11.1	-2.5
Cc1cccc(NC(=O)CCC(=O)N/N=C/c2ccc(O)cc2O)c1	1.0	5.8	7.4	-7.9	5.3	-9.8	-13.6	-4.6
c1ccc(C2NCCc3ccccc32)cc1 (centres undefined)	-1.4	-1.0	11.1	-2.5	0.8	-3.9	-3.6	2.4
COc1ccc(OC)c(C(c2nnnn2CCc2ccccc2)N2CCC(C(N)=O)CC2)c1 (centres undefined)	1.0	3.3	-2.4	6.2	0.4	6.1	-5.2	9.5
CCOCCCn1c(=S)[nH]c2cc(C(=O)N3CCC(C(N)=O)(N4CCCCC4)CC3)ccc2c1=O	-1.1	0.2	-6.7	8.7	0.4	15.9	1.4	8.6
CN(C)S(=O)(=O)c1ccc(C(=O)Oc2cc(=O)[nH]c3ccccc23)cc1	1.4	-0.7	-1.7	-4.1	2.6	-6.0	2.7	-8.2
Cn1c(=O)c2c(nc(Br)n2C/C=N/NC(N)=S)n(C)c1=O	0.2	7.1	11.6	-4.8	2.1	-3.8	-8.3	-2.3
CC(NC(=O)CN1C(=O)NC2(CCCC2)C1=O)c1ccc2ccccc2c1 (centres undefined)	-0.5	-5.9	-2.1	3.4	-1.2	-2.4	1.8	0.6
CCCCNC(C(=O)Nc1ccc(Cl)c([N+](=O)[O-])c1)c1ccccc1 (centres undefined)	16.7	-1.4	11.9	9.9	-11.7	-7.1	4.0	-0.8
O=S(=O)(Nc1cccc(-n2cnnn2)c1)c1ccc(Cl)cc1	0.9	-1.9	5.3	-8.0	-4.5	-7.4	-6.3	-4.3
CCCn1c(N)c(N(CCOC)C(=O)CSCC(=O)Nc2ccc(OC)cc2)c(=O)[nH]c1=O	0.2	0.9	13.6	-4.6	0.8	-7.0	-3.8	-0.6
CSc1ccc(Cl)c(C(=O)NNC(=O)c2cccs2)c1	-0.5	-0.1	7.6	2.6	0.2	-6.6	5.5	-3.0
O=C(COc1ccc2ccccc2c1)N/N=C/C1CC=CCC1 (centres undefined)	-0.5	2.1	3.3	27.7	-0.5	-1.0	21.0	1.9
Cc1cccc(C)c1NC(=O)N1CCCCCCC1	-1.9	1.3	7.9	11.8	-1.6	-2.6	-1.6	2.3
O=C(c1cc([N+](=O)[O-])ccc1Cl)N1CCN(Cc2ccccc2)CC1	0.4	-3.1	-11.6	-9.0	-0.9	-0.4	4.9	-1.4
COc1ccc(C2=NN(c3ccccc3)C(=O)/C2=C\c2ccc(O)c(OC)c2)cc1	15.2	28.0	41.5	3.2	3.8	1.5	-4.9	-1.9
CCN(CC)C(=O)[C@H]1C[C@H](CC(=O)NC/C=C(\C)CCC=C(C)C)C(=O)N2CCc3c([nH]c4cc(-c5ccco5)ccc34)[C@]12C	-1.3	4.8	18.8	9.0	-1.1	2.2	6.9	4.2
O=C(Nc1ccccc1Sc1ccccc1)c1ccc(F)cc1	1.4	-7.4	14.3	1.9	18.8*	-6.4	-15.2	-3.5
CCN(C(=O)COC(=O)COc1ccccc1Cl)c1c(N)n(Cc2ccccc2)c(=O)[nH]c1=O	0.3	6.6	2.5	-4.1	1.8	-6.3	-5.8	-5.3
Cn1cnc([N+](=O)[O-])c1S(=O)(=O)Oc1cccc2ccccc12	-1.4	48.8*	74.0*	19.7	-1.0	nt	-8.4	nt
CCN1CCN(c2nc(Nc3ccc(NC(C)=O)cc3)nc(Nc3ccc(NC(C)=O)cc3)n2)CC1	-0.3	-4.7	10.1	-0.3	1.3	-3.3	6.3	1.0
NC(=O)c1ccc(NC(=O)CSc2nnc(-c3cccnc3)n2Cc2ccco2)cc1	-0.2	-7.2	2.3	0.4	0.2	-5.2	-22.6	0.6
NC(=O)C1CCN(c2oc(-c3ccc(F)cc3)nc2S(=O)(=O)c2ccccc2)CC1	3.1	4.8	2.2	-1.5	1.1	-6.2	5.4	-3.8
CCOC(=O)Cn1c(=O)c2c(nc(N3CCOCC3)n2C)n(C)c1=O	-0.5	4.7	3.0	-1.9	2.4	1.1	0.8	-1.0
CCOC(=O)C(=O)Nc1ccc(Oc2ccccc2)cc1	-0.5	1.1	6.3	-0.4	-0.4	-5.7	-3.6	-0.4
CCOc1ccccc1N(CC(=O)NCCSCc1ccco1)S(=O)(=O)c1ccccc1	-1.1	7.7	13.1	16.6	1.9	-1.9	8.2	-0.4
NC(=O)CSc1nnc(-c2ccccn2)n1N	2.1	-2.1	-4.3	-11.6	-1.2	-4.3	-2.2	2.3
COCC(=O)N1CCc2ccc(NC(=O)c3ccc(C(F)(F)F)cc3)cc2C1	1.9	-1.1	7.2	2.8	2.4	nt	-20.2	nt
CCCNC(=O)C1CC(=O)N(c2ccc(OCC(=O)Nc3cccc(C)c3C)cc2)C1 (centres undefined)	-0.9	-9.5	5.0	1.2	-1.0	2.8	-0.7	0.2
CCc1nnc(NS(=O)(=O)c2ccc(NC(=S)NC(=O)/C=C/c3ccc(C(C)C)cc3)cc2)s1	65.6*	30.6	41.5	20.1	15.0*	-6.9	1.5	-3.9
Nc1ccccc1-c1nnn(CC(=O)N2CCCc3ccccc32)n1	0.1	1.3	8.2	2.0	0.4	1.0	-1.2	1.2
O=C(Cn1c2ccccc2c2nc3n(c(=O)c21)CCCS3)Nc1ccccc1	-0.8	-1.3	12.3	29.9	-13.0	-4.9	9.2	-3.7
C=C1CCN([C@@H](CC(C)C)C(=O)NCCCc2ccccc2)S(=O)(=O)c2ccccc21	20.2	8.5	19.3	16.5	5.3	-2.8	15.7	-1.9
Cc1ccc(SCCN2CCN(Cc3ccccc3)CC2)cc1	0.1	-5.6	4.6	12.4	1.8	1.9	15.3	-3.4
O=C(NCc1ccccc1Cl)C1CCC(=O)N(CC2CCCCC2)C1 (centres undefined)	0.9	-11.6	-2.6	1.3	0.8	-4.4	-4.2	-1.6
Cc1nc2ccccc2cc1OCc1ccc(F)cc1	97.1*	-8.8	-4.9	10.0	0.3	-4.7	42.0	-1.6
CCN(c1ccc(OC)cc1)S(=O)(=O)c1nnc(NC(=O)C2CCCCC2)s1	1.9	-5.8	7.5	1.1	-4.2	-3.0	5.9	-1.2
